Screening results deposited in PubChem by NCI.
Growth percent in the NCI-60 one-dose screen (48 h, 10 µM unless noted): 100 = growth as untreated, 0 = no growth, -100 = all killed.
786-0: 786-0 renal cancer cells; hit rate 5.1% among 81,000; AID 1794775
SF-268: SF-268 CNS cancer cells. hit rate 3.1% among 82,000. AID 1794759
SN12C: SN12C renal cancer cells. hit rate 3.8% among 81,000. AID 1794767
U251: U251 CNS tumor cells; hit rate 5.4% among 80,000
UO-31: UO-31 renal cancer. AID 1794768. hit rate 5.2% among 81,000
TK-10: TK-10 renal cancer cells. hit rate 3.9% among 81,000. AID 1794769
CAKI-1: CAKI-1 renal cancer. hit rate 4.7% among 75,000. AID 1794772
SF-295: SF-295 CNS cancer cells; hit rate 5.6% among 79,000
* hit, by the source's call; nt = not tested or not shown; & = joins results of further samples; ! = a repeat was not active; [ ] = remark or other dose. Rule for the calls: active = growth percent below 10; inactive = the rest. An excerpt. The share of hits here may be higher or lower than overall.

Short keys: A = 786-0; B = SF-268; C = SN12C; D = U251; E = UO-31; F = TK-10; G = CAKI-1; H = SF-295
> CNC(=O)c1cccc(-c2ccc3c(N4CCOC[C@@H]4C)nc(N4CCOC[C@@H]4C)nc3n2)c1
  A: -5.7*; B: 9.0*!; C: 5.6*!; D: 6.6*; E: -24*; F: -31*; G: -15*; H: -37*
> NC(=O)c1c(OCc2c(F)cc(Br)cc2F)nsc1NC(=O)NCCCCN1CCCC1
  A: -57*; B: 12; C: 0.8*; D: -83*; E: -77*; F: -1.8*; G: -26*; H: -81*
> CCC12CCCN3CCc4c(n(c5ccccc45)C(O)(C(=O)OC)C1)C32 (stereo not drawn)
  A: 93; B: 102; C: 117; D: 106; E: 77; F: 145; G: 40; H: 110
> [2H]c1nc(N2C([2H])([2H])[C@H](C)O[C@H](C)C2([2H])[2H])c([2H])c([2H])c1NC(=O)c1cccc(-c2ccc(OC(F)(F)F)cc2)c1C
  A: 38&90; B: 77&78; C: 72&64; D: 64&79; E: 54&55; F: 67; G: 67; H: 69&75
> COc1ccccc1OC(=O)Oc1ccccc1OC
  A: 97&103; B: 95&111; C: 96&105; D: 106&111; E: 94&78; F: 98&104; G: 98; H: 103&106
> O=C(Nc1ccc(Oc2ccc(Br)cc2)cc1)c1ccc2nc(NC(=O)c3ccc(NCCc4ccccc4)c([N+](=O)[O-])c3)sc2c1
  A: 106; B: 100; C: 86; D: 98; E: 59; F: 109; G: 48; H: 92
> COCCN1CCN(Cc2ccc(-c3n[nH]c4c3C(=O)c3c(NC(=O)NN5CCOCC5)cccc3-4)cc2)CC1
  A: 5.4*; B: 6.6*; C: 7.6*; D: 1.7*; E: -14*; F: -31*; G: -18*; H: 2.8*
> CC(=O)c1cnc2ccc(-c3cc(Cl)c(O)c(Cl)c3)nc2c1NC1CCC(CN(C)C)CC1 (stereo not drawn)
  A: -48*[2.5 µM]; B: -24*[2.5 µM]; C: -7.9*[2.5 µM]; D: -27*[2.5 µM]; E: -33*[2.5 µM]; F: -60*[2.5 µM]; G: -49*[2.5 µM]; H: -19*[2.5 µM]
> O=C(Nc1cccc(Cl)c1)Nc1ccc2nc(NS(=O)(=O)c3ccc4ccccc4c3)sc2c1
  A: 103; B: 102; C: 101; D: 97; E: 90; F: 107; G: 95; H: 100
> O=C(O)c1c(O)c(-c2ccccc2)nc2ccccc12
  A: 101; B: 94; C: 100; D: 99; E: 88; F: 111; G: nt; H: 102
> COc1ccc2c(c1)c(-c1nc(N)nnc1-c1cn(C)c3ccc(F)cc13)cn2C
  A: 88; B: 100; C: 99; D: 109; E: 82; F: 121; G: 98; H: 103
> CN[C@@H]1C[C@H]2O[C@@](C)([C@@H]1OC)n1c3ccccc3c3c4c(c5c6ccccc6n2c5c31)C(=O)N[C@H]4O
  A: -88*; B: -67*; C: -39*; D: -85*; E: -64*; F: -34*; G: -60*; H: -76*
> CCC(Cc1c(I)cc(I)c(N)c1I)C(=O)O (stereo not drawn)
  A: 95; B: 109; C: 91; D: 104; E: 78; F: 114; G: 85; H: 101
> COc1ccc(C2NC(=O)NC(C)=C2C(=O)Nc2ccc(S(N)(=O)=O)cc2)cc1O (stereo not drawn)
  A: 106; B: 103; C: 100; D: 106; E: 81; F: 101; G: 95; H: 100
> O=C1c2ccccc2C(=O)c2c(O)c(O)cc(O)c21
  A: 108; B: 101; C: 107; D: 104; E: 77; F: 106; G: 98; H: 110
> CCS(=O)(=O)N1CCN(c2ccc(Nc3ncc(C(N)=O)c(NC4CC4)n3)cc2)CC1
  A: 89; B: 76; C: 63; D: 93; E: 53; F: 87; G: 98; H: 62
> CCCc1cc(C(N)=S)ccn1
  A: 96; B: 114; C: 105; D: 103; E: 76; F: 100; G: 96; H: 99
> CN(C(=O)CCC(=O)N(C)c1ccc(C(=N)N)cc1)c1ccc(C(=N)N)cc1
  A: 97; B: 106; C: 106; D: 102; E: 79; F: 86; G: 100; H: 97
> Nc1ncnc(Nc2ccccc2)n1
  A: nt; B: 112; C: 105; D: 111; E: 87; F: 110; G: 93; H: 113
> CCN(CC)CCOC(=O)C(c1ccccc1)c1ccccc1
  A: 98&105; B: 124&112; C: 112&96; D: 104&102; E: 92&80; F: 113&116; G: 99&90; H: 110&110
> COC(=O)C(C)(C)C1Oc2ccc(OC)cc2C(=O)/C1=C\O (stereo not drawn)
  A: 102; B: 96; C: 102; D: 97; E: 88; F: 89; G: nt; H: 105
> C[C@]12CC[C@H]3C(=CCc4cc(O)ccc43)[C@@H]1CCC2=O
  A: 98; B: 102; C: 101; D: 107; E: 107; F: 102; G: 104; H: 93
> O=C1CCc2cc(OCCCCc3nnnn3C3CCCCC3)ccc2N1
  A: 118; B: 94; C: 91; D: 91; E: 69; F: 102; G: 89; H: 101
> C[C@H]1[C@H](C)CC[C@]2(C(=O)O)CC[C@]3(C)C(=CC[C@@H]4[C@@]5(C)C[C@@H](O)[C@H](O)[C@@](C)(CO)[C@@H]5CC[C@]43C)[C@@H]12
  A: 109; B: 106; C: 92; D: 101; E: 73; F: 94; G: 96; H: 104
> CN1CCC(=C2c3ccccc3CC(=O)c3sccc32)CC1
  A: 96; B: 103; C: 102; D: 96; E: 78; F: 99; G: 88; H: 102
> CCC(C)n1ncn(-c2ccc(N3CCN(c4ccc(OC[C@H]5CO[C@](Cn6cncn6)(c6ccc(Cl)cc6Cl)O5)cc4)CC3)cc2)c1=O (stereo partly drawn)
  A: 99; B: 80; C: 90; D: 66; E: 80; F: 121; G: 81; H: 91
> Cc1ccc(C(=O)C(C)CN2CCCCC2)cc1 (stereo not drawn)
  A: 106; B: 106; C: 100; D: 101; E: 90; F: 113; G: 91; H: 95
> C[C@@H]1CC(=O)NN=C1c1ccc(NN=C(C#N)C#N)cc1
  A: 102; B: 112; C: 104; D: 96; E: 73; F: 89; G: 71; H: 117
> Cc1[nH]c(/C=C2\C(=O)Nc3ccc(F)cc32)c(C)c1C(=O)NC[C@H](O)CN1CCOCC1
  A: 36; B: 41; C: 28; D: 61; E: -1.4*; F: 50; G: 5.0*; H: 64
> O=C(c1ccc(/C=C/c2n[nH]c3ccccc23)cc1)N1CCNCC1
  A: 38; B: 39; C: 22; D: 59; E: -7.8*; F: 53; G: 12; H: 51
> C[C@H](CCC(=O)O)[C@H]1CCC2C3C(CC[C@@]21C)[C@@]1(C)CC[C@@H](O)C[C@H]1C[C@H]3O (stereo partly drawn)
  A: 100; B: 107; C: 98; D: 96; E: 85; F: 113; G: 85; H: 96
> CN(C)C(=N)N=C(N)N
  A: 101&103; B: 103&100; C: 127&95; D: 118&81; E: 106&92; F: 149&119; G: 115; H: 178&113
> NC(=O)c1ccc([N+](=O)[O-])cc1Cl
  A: 101; B: 114; C: 111; D: 104; E: 95; F: 112; G: 104; H: 109
> Cc1ccc(-n2nc(C(C)(C)C)cc2NC(=O)Nc2ccc(OCCN3CCOCC3)c3ccccc23)cc1
  A: 116; B: 93; C: 94; D: 101; E: 96; F: 114; G: 101; H: 96
> O=C(O)CCCCCCCC(=O)O
  A: 96; B: 109; C: 99; D: 101; E: 88; F: 96; G: 92; H: 105
> O=C(NC1CCNCC1)c1[nH]ncc1NC(=O)c1c(Cl)cccc1Cl
  A: 2.3*; B: 9.8*; C: 13; D: 4.5*; E: 71; F: 26; G: 45; H: 8.5*
> COc1ccc2c(c1)\C(=N/N=C/C=C/c1ccccc1)C(=O)N2
  A: 106; B: 97; C: 107; D: 97; E: 71; F: 116; G: 89; H: 100
> CC(C)(C(=O)c1cccnc1)c1cccnc1
  A: 99&103; B: 106&107; C: 113&96; D: 116&103; E: 93&77; F: 110&103; G: 109&98; H: 124&96
> COc1ccc2c(c1)c(C(=O)c1nc(-c3cn(C)c4ccc(F)cc34)no1)cn2C
  A: 97; B: 83; C: 88; D: 89; E: 80; F: 105; G: 77; H: 89
> COc1ccc(/C=C/C(C)=N/OCC(=O)NC(C)C)cc1
  A: 101; B: 103; C: 97; D: 85; E: 72; F: 105; G: 87; H: 89
> COc1ccccc1N1CCN(C(=O)c2ccc3nc(NS(=O)(=O)c4ccc5ccccc5c4)sc3c2)CC1
  A: 106; B: 94; C: 103; D: 94; E: 75; F: 106; G: 91; H: 97
> CO[C@@H](C(=O)N1Cc2[nH]nc(NC(=O)c3ccc(N4CCN(C)CC4)cc3)c2C1)c1ccccc1
  A: 11; B: 1.2*; C: 27; D: 16; E: 51; F: 9.3*; G: 17; H: 32
> COc1ccc(S(=O)(=O)Nc2nnc(CC(C)C)s2)cc1
  A: 107; B: 112; C: 113; D: 99; E: 86; F: 111; G: 107; H: 119
> CN(C)CCOC(=O)C(c1ccccc1)C1(O)CCCC1 (stereo not drawn)
  A: 101; B: 113; C: 99; D: 99; E: 78; F: nt; G: 88; H: 104
> O=C(c1ccccc1)c1ccc2n1CCC2C(=O)O (stereo not drawn)
  A: 102; B: 111; C: 110; D: 98; E: 91; F: 122; G: 92; H: 103

Entries of single compounds, quoted from the list.
CNC(=O)c1cccc(-c2ccc3c(N4CCOC[C@@H]4C)nc(N4CCOC[C@@H]4C)nc3n2)c1 in the list: 786-0 = -5.7*; SF-268 = 9.0*!; SN12C = 5.6*!; U251 = 6.6*; UO-31 = -24*; TK-10 = -31*; CAKI-1 = -15*; SF-295 = -37*
O=C(O)CCCCCCCC(=O)O in the list: 786-0 = 96; SF-268 = 109; SN12C = 99; U251 = 101; UO-31 = 88; TK-10 = 96; CAKI-1 = 92; SF-295 = 105
Cc1ccc(C(=O)C(C)CN2CCCCC2)cc1 (stereo not drawn) in the list: 786-0 = 106; SF-268 = 106; SN12C = 100; U251 = 101; UO-31 = 90; TK-10 = 113; CAKI-1 = 91; SF-295 = 95

The listing continues.
Short keys: A = 786-0; B = SF-268; C = SN12C; D = U251; E = UO-31; F = TK-10; G = CAKI-1; H = SF-295
> COc1ccc(CN(CCN(C)C)c2ccccn2)cc1 (tested in a mixture with another compound)
  A: 97; B: 113; C: 101; D: 105; E: 111; F: 111; G: 104; H: 106
> CC1CCc2c(N3CCC(O)CC3)c(F)cc3c(=O)c(C(=O)O)cn1c23 (stereo not drawn)
  A: 95; B: 102; C: 94; D: 101; E: 69; F: 109; G: 91; H: 96
> Cc1ccccc1[C@@H]1C[C@H](O)Cc2cc(Br)c3ccccc3c2N1
  A: 97; B: 102; C: 81; D: 88; E: 50; F: 97; G: 94; H: 107
> Cc1ccsc1/C=C/C1=NCCCN1C
  A: 93; B: 111; C: 95; D: 100; E: 80; F: 104; G: 97; H: 96
> CN1CCN(c2c(F)cc3c(=O)c(C(=O)O)cn4c3c2SCC4)CC1
  A: 109; B: 104; C: 98; D: 97; E: 97; F: 101; G: 94; H: 95
> NCCO
  A: 95; B: 97; C: 101; D: 103; E: 82; F: 92; G: 101; H: 94

Among those listed so far, 2 have a nitro group on carbon:
Short keys: A = 786-0; B = SF-268; C = SN12C; D = U251; E = UO-31; F = TK-10; G = CAKI-1; H = SF-295
> O=C(Nc1ccc(Oc2ccc(Br)cc2)cc1)c1ccc2nc(NC(=O)c3ccc(NCCc4ccccc4)c([N+](=O)[O-])c3)sc2c1
  A: 106; B: 100; C: 86; D: 98; E: 59; F: 109; G: 48; H: 92
> NC(=O)c1ccc([N+](=O)[O-])cc1Cl
  A: 101; B: 114; C: 111; D: 104; E: 95; F: 112; G: 104; H: 109
